Compound activity deposited in PubChem by several laboratories.
phage Ecoli inh = growth loss of phage-infected E. coli, primary screen, RecBCD inhibitor project, absorbance, with phage, HTS; inhibition, % at 11.9 µM; 360,000 compounds, 0.26% hits; in the data active means inhibition above about 11%
PKA-R1A act = activators of PKA-R1A holoenzyme, primary screen, biochemical, fluorescence polarization, Cy5-IP20, bovine R1A, mouse PKAc | cAMP-dependent protein kinase type I-alpha regulatory subunit (Bos taurus) + … | PKA-R1A dissociation; scaled: DMSO 0%, 113 µM cGMP 100% | activation, % at 11.4 µM | 340,000 compounds, 0.083% hits | AID 504707, 2011;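 active means percent activation above the mean of all tested compounds plus 3 SD, cut at about 19% in these data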;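 further: higher means more PKAc released from R1A so a rise in polarization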
OPRM1-OPRD1 inv = inverse agonists of MOR-DOR heterodimerization, primary screen, cell-based, luminescence. Mu-type opioid receptor (Homo sapiens) + Delta-type opioid receptor (Homo sapiens), …. cell-based MOR-DOR heterodimer luminescence, inverse agonism. inhibition, % at 9.3 µM. 340,000 compounds, 0.21% hits. AID 504357, 2011; in the data active means inhibition above about 22%, passing the limit was not always enough;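 further: 0% = cells with DMSO and 100% = wells without cells with DMSO; values of inactives mirror those of a sister screen read the other way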
AddAB inh = growth inhibition of E. coli expressing H. pylori AddAB, primary screen, AddAB inhibitor project, absorbance; inhibition, % at 11.9 µM; 330,000 compounds, 0.29% hits; AID 435030, 2010; in the data active means inhibition above about 12%;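 further: 0% = vehicle wells of infected cells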
Tat export inh = E. coli Tat export inhibitors, primary screen, MC4100, TorA-mCherry reporter, fluorescence, single point | inhibition, % at 10 µM | 340,000 compounds, 0.036% hits | AID 488895, 2010;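 active means mean replicate inhibition at least 50% and at least half of replicates individually reaching 50%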;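 further: exported cargo escapes ClpAP degradation while cytoplasmic cargo is degraded and loses fluorescence; 0% = median of neutral control wells and 100% = median of NaSCN control wells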
HTR5A inv ctr = HTR5A inverse agonists in luminescence cell assay, primary screen, counter-screen for OPRM1-OPRD1 heterodimer inverse agonist project, full-deck HTS | HTR5A cell line, inverse agonism | inhibition, % at 9.3 µM | 340,000 compounds, 0.083% hits | 5-hydroxytryptamine receptor 5A (Homo sapiens), P47898; in the data active means inhibition mostly above about 23%, no sharp cut-off; inactive means mostly below about 18%;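 further: 0% = cells with DMSO and 100% = no-cell wells with DMSO; some compounds called inactive have numbers as strong as hits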
Target sequence (P47898 whole entry, looked up): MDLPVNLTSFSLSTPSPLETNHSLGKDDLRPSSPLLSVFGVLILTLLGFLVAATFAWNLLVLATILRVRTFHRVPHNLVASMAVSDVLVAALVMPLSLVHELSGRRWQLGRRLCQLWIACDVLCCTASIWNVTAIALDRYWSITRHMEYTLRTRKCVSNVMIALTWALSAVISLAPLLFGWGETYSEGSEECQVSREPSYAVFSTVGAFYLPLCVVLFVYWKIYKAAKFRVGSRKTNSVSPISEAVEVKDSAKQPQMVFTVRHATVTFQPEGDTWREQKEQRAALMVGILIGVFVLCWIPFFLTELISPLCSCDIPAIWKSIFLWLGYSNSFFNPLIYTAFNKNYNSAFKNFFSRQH
Mot1-301 SUMO = yeast Mot1-301 growth rescue at high temperature, primary screen, SUMOylation pathway inhibitor project, S. cerevisiae, ATP luminescence, 38.5C | S. cerevisiae Mot1-301 growth rescue; percent above DMSO median, 100 means doubled | growth rescue, % at 18.8 µM | 320,000 compounds, 1% hits | AID 2716, 2010;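 active means every valid replicate shows activation above 250% relative to neutral control wells; inactive means the rest, any valid replicate at or below 250%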;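 further: OY570 slx delta 5 strain wells were the positive control but not used for scaling; some compounds called inactive have numbers as strong as hits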
MOR-DOR ag = agonists of OPRM1-OPRD1 heterodimerization, primary screen, cell-based, luminescence. 340,000 compounds, 0.3% hits. cells. activation, % at 9.3 µM; in the data active means activation above about 18%;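 further: 0% = vehicle-treated cells and 100% = reference agonist; values of inactives mirror those of a sister screen read the other way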
PfHsp90 set2 = growth inhibition of PfHsp90-expressing yeast, primary screen, antimalarial PfHsp90 inhibitor project, S. cerevisiae, BacTiter-Glo luminescence, single point, set 2. BacTiter-Glo ATP, 48 h; yeast lacking PDR1 and PDR3 efflux regulators. inhibition, % at 9.4 µM. 310,000 compounds, 0.32% hits. AID 504621, 2011;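 active means every replicate shows inhibition above about 80%, whatever the replicate mean, limit read from the data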;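 further: 0% = DMSO neutral controls and 100% = 20 µM radicicol positive controls; yeast relying on Plasmodium falciparum Hsp90 in place of its own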
E coli growth = E. coli V3065 growth inhibition, primary screen, counter-screen for AddAB inhibitor project, absorbance, OD600; 330,000 compounds, 0.27% hits; inhibition, % at 11.9 µM; 18 h;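 active means inhibition above the campaign's mean inhibition across all tested compounds plus 3 SD, cut at about 9.9% in these data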;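 further: uninfected addAB+ strain grown without phage in ampicillin broth; 0% = DMSO wells and 100% = ciprofloxacin 0.95 µg/ml wells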
PKA-R2B activ = activators of PKA-R2B holoenzyme, primary screen, biochemical, fluorescence polarization, Cy5-IP20, human. AID 504700, 2011. cAMP-dependent protein kinase catalytic subunit beta (Homo sapiens) + cAMP-dependent …. PKA-R2B holoenzyme dissociation; R2B truncated from residue 108, S112A mutant; 0% DMSO only, 100% 113 µM cGMP. 340,000 compounds, 0.079% hits. activation, % at 11.4 µM;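 active means activation above a cutoff set at the mean over all compounds plus 3 SD, cut at about 18% in these data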;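 further: higher means more holoenzyme dissociation and a rise in polarization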
Target sequence (P31323 whole entry, looked up, other chains not shown, the tested form may be a part): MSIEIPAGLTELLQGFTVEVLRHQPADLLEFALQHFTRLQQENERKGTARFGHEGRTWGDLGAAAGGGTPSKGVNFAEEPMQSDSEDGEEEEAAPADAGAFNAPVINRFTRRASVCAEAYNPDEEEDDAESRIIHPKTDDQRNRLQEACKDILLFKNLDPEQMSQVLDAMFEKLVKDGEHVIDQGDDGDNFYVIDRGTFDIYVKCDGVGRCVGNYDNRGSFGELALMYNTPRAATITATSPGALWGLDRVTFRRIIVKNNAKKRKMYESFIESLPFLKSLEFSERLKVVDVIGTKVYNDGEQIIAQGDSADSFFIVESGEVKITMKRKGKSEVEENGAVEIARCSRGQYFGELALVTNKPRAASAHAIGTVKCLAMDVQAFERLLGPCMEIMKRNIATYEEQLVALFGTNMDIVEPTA
The depositor's hits bear a star; . = no result given.

SMILES	phage Ecoli inh	PKA-R1A act	OPRM1-OPRD1 inv	AddAB inh	Tat export inh	HTR5A inv ctr	Mot1-301 SUMO	MOR-DOR ag	PfHsp90 set2	E coli growth	PKA-R2B activ
COc1ccc2cc(Br)ccc2c1CC(=O)NC(C)C	4.9	-15	11	-1.6	-1	-10	8	-2.0	7	-6.1	-3
CCc1cc(=O)oc2cc(OCC(=O)N3CCC(C(=O)O)CC3)ccc12	0.8	-8	9	4.7	3	11	1	-1.8	29	1.0	-2
COc1cc(OC)cc(C(=O)N2CCC(C(=O)c3ccc(F)cc3)CC2)c1	0.5	0	13	3.9	1	-14	-9	-2.5	-16	0.3	-3
O=C(CCl)Nc1c(C(=O)Nc2ccc3c(c2)OCCO3)oc2ccccc12	0.2	-8	6	0.2	-8	6	-16	-1.0	-2	0.4	3
COc1cc(C(=O)NC(CCSC)C(=O)OCc2cc([N+](=O)[O-])cc3c2OCOC3)cc(OC)c1OC (stereo unspecified)	1.7	8	6	3.9	1	-5	22	-1.2	-13	2.4	0
CC1CN(S(=O)(=O)c2cccc(C(=O)NN3CCN(C)CC3)c2)CC(C)O1 (stereo unspecified)	3.7	0	12	0.9	-3	-6	-3	-2.3	.	-1.7	-3
C=C(C)CNC(=S)/N=c1\scc(C)n1CC	3.5	14	10	0.9	-6	7	-7	-1.7	.	-2.0	4
O=Cc1nc(-c2ccccc2Cl)n2ccccc12	0.9	-10	5	-1.1	-5	4	5	-0.9	.	-3.9	-5
COc1ccc(N2CCN(C(c3cc4ccc(C)cc4[nH]c3=O)c3nnnn3C3CCCC3)CC2)cc1 (stereo unspecified)	3.4	-2	-16	3.6	-1	-7	-5	3.4	.	1.3	2
Cc1ccc(SCCCn2cncn2)cc1	-0.3	-3	22	-0.9	-9	-4	24	-3.7	8	-1.2	11
CCn1c(SCC(=O)Nc2ccc3c(c2)OCCO3)nnc1-c1ccco1	3.9	-5	3	1.6	19	15	62	-0.8	-9	-3.4	-7
Cc1ccc(C2(C)NC(=O)N(CC(=O)NNC(=O)c3ccccc3F)C2=O)cc1 (stereo unspecified)	0.6	-2	21	3.7	-2	12	6	-4.0	0	-0.2	-2
Cc1ccccc1CSc1nc2[nH]ncc2c(=O)[nH]1	7.0	-3	3	1.6	3	-1	.	-0.4	2	0.8	-7
C=CCSc1nnc2c(n1)OC(c1ccccn1)N(C(C)=O)c1ccccc1-2 (stereo unspecified)	4.2	6	11	0.2	-8	12	45	-2.3	.	-1.1	-9
O=C(CSc1nnc(-c2ccc(O)cc2)n1Cc1ccco1)c1cccs1	0.2	-3	4	5.6	7	10	-21	-0.8	21	2.0	-9

Pulled by compound from above, two records:
SMILES	phage Ecoli inh	PKA-R1A act	OPRM1-OPRD1 inv	AddAB inh	Tat export inh	HTR5A inv ctr	Mot1-301 SUMO	MOR-DOR ag	PfHsp90 set2	E coli growth	PKA-R2B activ
O=Cc1nc(-c2ccccc2Cl)n2ccccc12	0.9	-10	5	-1.1	-5	4	5	-0.9	.	-3.9	-5
CC1CN(S(=O)(=O)c2cccc(C(=O)NN3CCN(C)CC3)c2)CC(C)O1 (stereo unspecified)	3.7	0	12	0.9	-3	-6	-3	-2.3	.	-1.7	-3

(more compounds)
SMILES	phage Ecoli inh	PKA-R1A act	OPRM1-OPRD1 inv	AddAB inh	Tat export inh	HTR5A inv ctr	Mot1-301 SUMO	MOR-DOR ag	PfHsp90 set2	E coli growth	PKA-R2B activ
COc1ccc(N2CCN(C(CNC(=O)OCc3ccccc3)c3ccco3)CC2)cc1 (stereo unspecified)	2.9	-8	-10	3.6	6	8	296	1.8	-4	-2.9	4
CCOc1ccc(S(=O)(=O)Nc2ccccc2C(=O)N2CCOCC2)cc1	0.1	3	12	1.6	3	-3	-1	-2.3	20	2.0	0
COc1cc(CNn2c(C)n[nH]c2=S)cc(Br)c1OCC(=O)NC(C)(C)C	0.8	4	-10	1.8	1	5	-13	2.0	16	-0.6	0
O=C(CNC(=O)c1ccc(Cl)cc1)NNc1c(F)c(F)cc(F)c1F	1.9	-2	12	-1.6	-6	2	-5	-2.2	-9	-2.8	-1
Cc1c(CN2CCc3c([nH]c4ccccc34)C2CC(C)C)cnn1C (stereo unspecified)	-0.1	-9	18	0.2	15	3	-14	-3.4	-1	-0.6	-13
C=CCNC(=O)COC(=O)COc1ccc(Cl)cc1C	1.6	-1	16	-1.5	-1	-1	1	-2.8	-12	-1.9	-2
Cc1ccc(CSc2nc3c(cc2C#N)CCC3)cc1	0.7	-4	7	-0.5	3	-17	-8	-1.5	-2	1.6	2
N#Cc1ccc(NC(=O)CCc2ccc(S(=O)(=O)N3CCOCC3)cc2)cc1	4.3	-12	6	1.0	-2	1	-21	-1.4	10	0.9	3
CC1CCCC(C)N1C(=O)COc1ccc(-c2nnco2)cc1 (stereo unspecified)	2.2	-2	0	0.3	-16	-7	-14	0.0	-18	0.6	1
OCCC1CN(Cc2ccn[nH]2)CCN1Cc1ccc(F)c(F)c1 (stereo unspecified)	-0.1	-3	9	1.6	4	3	11	-1.7	-35	1.9	-13
C=C(C)COC(=O)c1ccccc1C(=O)OCC1(C)CO1 (stereo unspecified)	1.7	-1	12	.	-2	-25	.	-2.3	11	.	2
Nc1ncnc(NNC(=O)CNC(=O)c2c(F)cccc2Cl)c1[N+](=O)[O-]	-0.3	-6	25	3.0	-12	21	1	-5.5	-27	-0.9	-18
Cc1ccccc1NC(=O)COC(=O)/C=C/c1cn(-c2ccccc2)nc1-c1cccnc1	1.0	-3	3	0.1	-3	-18	0	-0.5	2	-2.2	2
CCN(CC)C(=O)Cc1cn(C)c2ccccc12	4.6	8	16	4.6	0	-23	-3	-2.6	.	1.9	-11
CCOc1ccc(C(=O)c2cccs2)cc1	1.8	9	-2	0.0	1	-27	387*	0.3	-15	-0.7	2
COc1ccc(CCNC(=O)c2ccc(=O)[nH]n2)cc1OC	1.3	2	10	2.5	20	-3	12	-1.7	-7	-1.6	-6
CCOc1cc(C(N)=O)cc(Br)c1OCC	1.4	1	5	2.5	-2	-4	-5	-0.9	1	-1.6	-2
CN1CCOCCOCCN(C)C1=O	1.9	-2	11	-1.6	-1	-6	-5	-1.8	11	-2.8	-1
Cc1ccc(C)c(-c2csc(-c3cccnc3)n2)c1	-0.1	-1	-21	2.4	13	15	9	4.3	-25	0.1	6
O=C(Cc1cccc(C(F)(F)F)c1)Nc1cccc(S(=O)(=O)N2CCCC2)c1	1.8	-7	-10	2.3	5	5	-12	2.9	2	1.4	9
CO/N=C(\Cn1ncc(N2CCCC2)c(Cl)c1=O)c1ccc(Cl)cc1	1.3	-4	5	2.7	2	4	3	-1.0	4	0.9	-6
COc1cc(Cl)cc(/C=N/NC(N)=O)c1O	5.6	-5	9	2.6	1	-6	8	-1.6	-9	-1.3	4
O=C(Cn1c(=O)sc2ccccc21)Nc1ccccc1	4.4	-1	14	-1.1	15	1	24	-2.5	25	3.0	14
CCCOc1ccc2ccccc2c1/C=N/n1c(C)nnc1-n1nc(C)cc1C	-1.2	9	9	0.5	-3	0	-6	-1.6	29	-1.7	4
CCOC(=O)N/N=C/c1ccc(N2CCOCC2)s1	-0.4	-4	12	4.7	8	3	-12	-2.1	-1	0.3	-20
Cc1cccc(C)c1N(CC(=O)N1CCCC1)S(C)(=O)=O	-1.1	4	4	3.5	-4	-28	-4	-0.8	-10	-0.7	9
O=C(Nc1ccc(Oc2ccc(C(F)(F)F)cn2)c(Cl)c1)C1CC1	4.0	-14	-29	5.1	1	8	12	5.5	6	1.1	-6
O=C(NCCCn1ccnc1)c1cc(C(=O)C2CC2)c[nH]1	3.1	-2	18	2.3	-2	-16	-17	-3.7	-2	-0.9	2
COCc1[nH]nc2c1C(c1ccc(OC)cc1)C(C#N)=C(N)O2 (stereo unspecified)	0.9	3	-1	1.9	-6	15	-3	0.2	-4	-2.0	2

Grouped by structure: the compounds so far with an aryl thioether with sulfur outside any ring (6)
SMILES	phage Ecoli inh	PKA-R1A act	OPRM1-OPRD1 inv	AddAB inh	Tat export inh	HTR5A inv ctr	Mot1-301 SUMO	MOR-DOR ag	PfHsp90 set2	E coli growth	PKA-R2B activ
Cc1ccc(SCCCn2cncn2)cc1	-0.3	-3	22	-0.9	-9	-4	24	-3.7	8	-1.2	11
CCn1c(SCC(=O)Nc2ccc3c(c2)OCCO3)nnc1-c1ccco1	3.9	-5	3	1.6	19	15	62	-0.8	-9	-3.4	-7
Cc1ccccc1CSc1nc2[nH]ncc2c(=O)[nH]1	7.0	-3	3	1.6	3	-1	.	-0.4	2	0.8	-7
C=CCSc1nnc2c(n1)OC(c1ccccn1)N(C(C)=O)c1ccccc1-2 (stereo unspecified)	4.2	6	11	0.2	-8	12	45	-2.3	.	-1.1	-9
O=C(CSc1nnc(-c2ccc(O)cc2)n1Cc1ccco1)c1cccs1	0.2	-3	4	5.6	7	10	-21	-0.8	21	2.0	-9
Cc1ccc(CSc2nc3c(cc2C#N)CCC3)cc1	0.7	-4	7	-0.5	3	-17	-8	-1.5	-2	1.6	2
